# Assay outcomes as filed in PubChem.
# PP1 inh = PP1-alpha phosphatase inhibitors, primary screen, counter-screen for PP5 inhibitor project, biochemical, fluorescence, OMFP substrate, single point; actives 0.9% (n = 320,000); inhibition, % at 6.7 µM; purified PP1alpha; Serine/threonine-protein phosphatase PP1-alpha catalytic subunit (Homo sapiens), P62136;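 active means inhibition above the mean inhibition of all tested compounds plus 3 SD, computed separately for each screening campaign, cut at about 15% in these data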
# procasp7 counter = procaspase-7 activators, primary screen, counter-screen for procaspase-3 activator project, biochemical, absorbance, HTS, human; Caspase-7 (Homo sapiens), P55210; recombinant procaspase-7, Ac-DEVD-pNA absorbance 405 nm; D23A/D198A/D206A triple mutant, cannot self-cleave; scale: DMSO 0, 5 µM enzyme 100; activation, % at 8.5 µM; actives 0.093% (n = 330,000); AID 463210, 2010;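 active means percent activation above the screen-wide mean plus 3 SD, cut at about 25% in these data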
#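 buffer or medium = Zinc-free HEPES/NaCl buffer, pH 7.4 | material = Procaspase-7 triple mutant (PC-7 D3A) | input = 2 µM procaspase-7 mutant as dispensed | signal = Epi-absorbance of released pNA at 405 nm, two timepoints | timing = 1 h preincubation, 2 h reaction | replicates = singlicate compound testing | evaluation = % activation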
# GASC-1 inh = inhibitors of GASC-1 histone demethylase, primary screen, biochemical, fluorescence, DELFIA europium | actives 0.069% (n = 330,000) | Lysine-specific demethylase 4C (Homo sapiens), Q9H3R0 | AID 2099, 2009 | GST-JMJD2C(1-420) H3K9me3 demethylation | inhibition, % at 2.35 µM;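 active means more than half of a compound's replicate wells show inhibition beyond 50%, single wells judged on their own value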;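 further: signal counts dimethyl H3K9 product captured on neutravidin plate; 0% = median of DMSO wells and 100% = 0.3 times that DMSO median; strong numbers were not always called active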
# Target sequence (Q9H3R0 1-420 limits assumed): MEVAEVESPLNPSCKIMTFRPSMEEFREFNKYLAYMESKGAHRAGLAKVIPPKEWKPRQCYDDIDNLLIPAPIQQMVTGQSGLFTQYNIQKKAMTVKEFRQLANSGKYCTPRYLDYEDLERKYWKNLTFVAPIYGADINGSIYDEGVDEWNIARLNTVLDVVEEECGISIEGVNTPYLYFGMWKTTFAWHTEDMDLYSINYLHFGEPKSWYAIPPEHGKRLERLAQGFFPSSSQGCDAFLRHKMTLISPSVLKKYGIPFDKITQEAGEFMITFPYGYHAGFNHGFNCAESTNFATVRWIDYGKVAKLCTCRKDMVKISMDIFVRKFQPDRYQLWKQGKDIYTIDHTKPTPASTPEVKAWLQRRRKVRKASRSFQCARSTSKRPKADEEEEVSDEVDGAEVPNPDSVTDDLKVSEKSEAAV
# PP5 inh = PP5 phosphatase inhibitors, primary screen, biochemical, fluorescence; inhibition, % at 6.7 µM; actives 0.18% (n = 320,000); AID 1987, 2009; Serine/threonine-protein phosphatase 5 (Homo sapiens), P53041; purified PP5c, OMFP substrate fluorescence;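 active means inhibition above the campaign's mean inhibition across all tested compounds plus 3 SD, cut at about 9.5% in these data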;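 further: 0% = DMSO only and 100% = 100 µM cantharidin control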
# GRK2 inh = compounds blocking aptamer binding on GRK2 – biochemical, human GRK2, bead flow cytometry, HTS, primary screen. FAM-aptamer displacement from GRK2. inhibition of aptamer binding, % at 10 µM. actives 0.59% (n = 330,000). Beta-adrenergic receptor kinase 1 (Homo sapiens), P25098. AID 488847, 2010;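 active means inhibition of aptamer binding above 40%, roughly 3 SD of noise, on plates passing a quality check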;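 further: median bead fluorescence of bound FAM aptamer so fluorescent compounds give negative values; no value below 0 was filed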
# Target sequence (P25098 whole entry, looked up): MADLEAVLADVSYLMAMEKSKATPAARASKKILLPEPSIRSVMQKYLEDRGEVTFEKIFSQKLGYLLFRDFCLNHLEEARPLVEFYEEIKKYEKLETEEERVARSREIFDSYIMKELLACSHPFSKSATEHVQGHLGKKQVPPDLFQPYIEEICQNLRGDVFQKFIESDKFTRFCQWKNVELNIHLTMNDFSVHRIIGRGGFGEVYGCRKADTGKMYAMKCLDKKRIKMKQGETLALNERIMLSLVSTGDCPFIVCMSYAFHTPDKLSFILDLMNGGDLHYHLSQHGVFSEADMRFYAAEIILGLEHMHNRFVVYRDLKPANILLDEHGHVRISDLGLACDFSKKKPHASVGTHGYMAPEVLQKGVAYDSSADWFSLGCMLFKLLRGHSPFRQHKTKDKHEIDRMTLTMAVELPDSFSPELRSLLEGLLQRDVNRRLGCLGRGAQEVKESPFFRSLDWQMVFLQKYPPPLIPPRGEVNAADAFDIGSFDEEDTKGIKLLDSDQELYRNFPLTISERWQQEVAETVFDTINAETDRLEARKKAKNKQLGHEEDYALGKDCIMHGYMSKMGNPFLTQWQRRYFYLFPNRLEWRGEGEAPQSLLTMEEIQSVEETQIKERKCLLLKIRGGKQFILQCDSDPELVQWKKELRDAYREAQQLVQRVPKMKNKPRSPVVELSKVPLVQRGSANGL
# Fh CTSL1 inh = Fasciola hepatica cathepsin L1 inhibitors, primary screen, counter-screen for PFM18AAP inhibitor project, biochemical, QFRET, fluorogenic peptide substrate; recombinant F. hepatica cathepsin L1, Z-Leu-Arg-MCA fluorescence; inhibition, % at 5.96 µM; actives 0.49% (n = 300,000); AID 1906, 2009;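 active means inhibition above the mean of all tested compounds plus 3 SD, set per screening campaign, cut at about 17% in these data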;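 further: 0% = plate median of test compound wells and 100% = 1 µM Z-Phe-Ala-diazomethylketone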
# procasp3 activ = activators of human procaspase-3 D3A mutant, primary screen, biochemical, absorbance, PC-3 D3A mutant, single concentration | Caspase-3 (Homo sapiens), P42574 | recombinant procaspase-3 D3A, Ac-DEVD-pNA absorbance 405 nm | activation, % at 8.5 µM | actives 0.11% (n = 330,000) | AID 463141, 2010;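 active means activation above the mean of all tested compounds plus 3 SD, cut at about 21% in these data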;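 further: 0% = DMSO alone and 100% = DMSO wells spiked with extra 5 µM PC-3 D3A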
#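 Assay system – Procaspase-3 D3A mutant · Benchmarks – DMSO low control, extra-enzyme high control · Technique – 405 nm absorbance of p-nitroaniline, reads at 0 and 120 min · Doses – 8.5 µM nominal · Measure – % activation between DMSO and enzyme-spiked controls · Also added – Ac-DEVD-pNA chromogenic peptide substrate · Schedule – 1 h compound preincubation, 2 h substrate hydrolysis at 25 °C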
# core dimer inh = inhibitors of HCV core protein dimerization, primary screen, biochemical, TR-FRET, high-throughput | inhibition, % at 5 µM | actives 0.33% (n = 300,000) | TR-FRET GST/Flag-core106 dimerization, 1536-well;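 active means inhibition above the mean of all tested compounds plus 3 SD, set per screening campaign, cut at about 45% in these data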
#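 Assay system: Tagged HCV core106 pair (GST and Flag) | Buffer or medium: KF-containing HEPES buffer, pH 7.45, DTT, CHAPS, BSA | Also added: Eu donor and XL665 acceptor anti-tag antibodies | Dosing: One concentration, 5 µM, in 0.5% DMSO | Timing: 4 h at 22.5 °C | Technique: TR-FRET 671 and 617 nm emission | Repeats: Singlicate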
# VLA-4 inh = inhibition in human VLA-4 binding assay, primary screen, VLA-4 allosteric modulator project, MLPCN library, flow cytometry, VLA-4 expressing cells | Integrin alpha-4 (Homo sapiens), P13612 | inhibition, % (about 7 µM as worked out from the volumes in the protocol) | ligand binding flow cytometry | AID 2557, 2010 | actives 0.2% (n = 330,000); in the data active means inhibition above about 50%
# * hit, by the source's call; i = inactive; . = not tested or not shown.
no.	molecule	core dimer inh	procasp7 counter	VLA-4 inh	Fh CTSL1 inh	PP1 inh	GASC-1 inh	GRK2 inh	PP5 inh	procasp3 activ
1	COc1ccc(NC(=O)c2ccco2)cc1NC(=O)c1cccc(OC(C)C)c1	3	-12	-8	2	1	2	0	1.8	1
2	Cc1cc(C)n(CC(=O)n2c(C)c(C)c3ccccc32)n1	-3	10	2	2	-3	1	0	5.0	-14
3	CC1(C)CC(=O)C2=C(C1)NC1=C(C(=O)c3ccccc31)C2c1cc([N+](=O)[O-])ccc1O (stereo not given)	-8	-8	9	0	4	-4	3	2.5	-14
4	Fc1ccc2cnc(-c3ccccc3)c(-c3cccc(C(F)(F)F)c3)c2c1	.	-4	-6	.	-1	0	0	2.1	-2
5	FC(F)(F)c1cc(C(F)(F)F)c2ccc(N3CCN(c4ccc(Cl)cc4)CC3)nc2n1	0	1	-3	0	0	2	1	1.8	5
6	COc1ccc2sc(NC(=O)c3ccco3)nc2c1	1	6	-13	5	1	-3	2	3.6	10
7	COc1ccc(CCNC(=O)CSc2nc(C)cs2)cc1	3	-1	1	-1	0	-3	0	0.2	-3
8	COc1ccc(C2NC(=O)NC3=C2CCc2ccccc23)cc1 (stereo not given)	6	-4	6	0	-5	7	4	0.5	0
9	O=C(Nc1cccc(S(=O)(=O)NC2=NCCC2)c1)c1ccc(C(F)(F)F)cc1	.	1	9	.	.	-4	0	.	4
10	O=C(Cc1cccs1)N1CCN(S(=O)(=O)c2cc(Cl)ccc2Cl)CC1	3	1	3	1	1	-3	0	1.8	3

# Individual results from the list:
# Result of cpd 6 under procasp7 counter: 6
# Result of cpd 10 under Fh CTSL1 inh: 1
# Result of cpd 2 under GASC-1 inh: 1
# Result of cpd 5 under core dimer inh: 0
# Result of cpd 7 under VLA-4 inh: 1
# Result of cpd 8 under PP1 inh: -5
# Result of cpd 4 under PP5 inh: 2.1

# The listing continues.
no.	molecule	core dimer inh	procasp7 counter	VLA-4 inh	Fh CTSL1 inh	PP1 inh	GASC-1 inh	GRK2 inh	PP5 inh	procasp3 activ
11	Cc1cccc(N2C(=N)SCC2=O)c1C	-3	-1	15	2	2	13	5	0.2	1
12	Cc1ccc(C2=NS(=O)(=O)N(C)C(C(=O)NC3CCCC3)=C2)cc1	-4	3	-17	4	-1	0	2	0.4	3
13	Cc1ccc(OC(C)C(=O)Nc2ccc(Cl)cn2)c([N+](=O)[O-])n1 (stereo not given)	.	6	13	.	.	0	0	.	3
14	Cc1nn2c(=O)cc(COC(=O)c3ccc(NC(=O)C(C)(C)C)cc3)nc2s1	-14	-10	2	0	-5	-4	0	-0.2	-2
15	O=C(NC(=S)Nc1ccccc1N1CCOCC1)c1ccc(-c2ccccc2F)o1	-3	5	15	2	-6	-5	0	-0.2	-2
16	Cc1nc2ccccc2n1C1CC(=O)N(N(C)C)C1=O (stereo not given)	1	-1	6	-2	-3	-2	2	-1.4	7
17	CCc1nnc(NC(=O)CSc2nnc(-c3ccco3)n2C)s1	-2	-1	3	-2	-4	2	2	1.9	-2
18	COc1ccccc1NS(=O)(=O)c1ccc(C)c(C(=O)NCc2cccnc2)c1	.	-8	-6	.	-2	14	0	1.5	-7
19	Cn1cccc1/C=C1\CC(C(C)(C)C)C/C(=C\c2cccn2C)C1=O (stereo not given)	0	-10	i	2	1	1	0	-0.6	1
20	Cc1ccc(/C=C(\C#N)C(=O)Nc2cccc3ncccc23)o1	65*	-16	-9	1	0	4	21	-0.5	-8
21	COCCC(=O)N1CCC(Oc2ccc(C(=O)N3CCCCCCC3)cc2)CC1	-4	3	0	-2	-4	0	0	-0.4	2
22	O=C(Cc1ccccc1)Nc1cc([N+](=O)[O-])ccc1N1CCOCC1	2	-3	-1	0	2	60	3	2.0	-1
23	CCN1CCN(CCCNC(=O)C2c3ccccc3C(=O)N(C)C2c2ccc(OC)cc2)CC1 (stereo not given)	-5	-7	-2	-2	-3	-8	0	1.5	3
24	Cc1ccccc1OCc1nnc(SCC(=O)NCc2ccccc2)n1C	1	5	9	-2	6	31	0	3.2	6
25	COc1ccc(-c2noc(CCCC(=O)NC3CCCC3)n2)cc1	-4	9	0	2	-1	-24	0	1.8	2
26	O=C(NCCS(=O)(=O)NCc1ccccc1)c1ccccc1	0	17	14	2	-4	39	2	0.9	4
27	C#CCOCCOCCOCCNc1nc(N2CCN(C(=O)[C@H](Cc3ccc(O)cc3)n3cc(CCO)nn3)CC2)nc(N2CCN(C(=O)[C@H](Cc3ccc(O)cc3)n3cc(CCO)nn3)CC2)n1	-25	12	4	2	3	7	0	0.2	-1
28	Cc1cc(C)cc(NC2=NCC(=O)N2Cc2ccccc2)c1	-5	1	-1	-2	-2	10	2	0.6	1
29	O=C(COc1ccccc1Cl)NNC(=O)Cn1[nH]c(=O)c2ccccc2c1=O	.	3	12	.	-5	8	1	0.2	5
30	O=C(Nc1ccc(F)c(F)c1)C1CCCN1S(=O)(=O)c1ccc(F)cc1 (stereo not given)	2	6	-10	-1	-1	-8	2	0.2	8

# 3 entries from above, sorted by their value in procasp3 activ, highest first.
no.	Molecule	procasp3 activ
24	Cc1ccccc1OCc1nnc(SCC(=O)NCc2ccccc2)n1C	6
26	O=C(NCCS(=O)(=O)NCc1ccccc1)c1ccccc1	4
22	O=C(Cc1ccccc1)Nc1cc([N+](=O)[O-])ccc1N1CCOCC1	-1

# core dimer inh, entries above that show a hit.
nr	compound	core dimer inh	VLA-4 inh	GASC-1 inh	GRK2 inh	PP5 inh	procasp3 activ
20	Cc1ccc(/C=C(\C#N)C(=O)Nc2cccc3ncccc23)o1	65*	-9	4	21	-0.5	-8

# Other structures:
no.	molecule	core dimer inh	procasp7 counter	VLA-4 inh	Fh CTSL1 inh	PP1 inh	GASC-1 inh	GRK2 inh	PP5 inh	procasp3 activ
31	CC(NC(=O)c1ccc2c(c1)OCCO2)c1ccc(S(N)(=O)=O)cc1 (stereo not given)	-2	-10	-4	-1	-2	-15	2	1.8	2
32	Fc1ccc(-c2csc(Nc3ccccn3)n2)c(F)c1	-2	-3	10	-2	5	0	0	7.0	4
33	O=C(Nc1cccc(S(=O)(=O)N2CCOCC2)c1)C1CCCN(C(=O)c2ccc(Cl)cc2)C1 (stereo not given)	0	16	1	-3	-1	8	0	-0.8	6
34	CC(=O)Cc1nsc(NC(=O)c2ccc(Cl)cc2Cl)n1	-2	2	-3	-2	4	-27	1	-1.2	-1
35	CN(C)/C(=N\S(=O)(=O)c1ccccc1)c1ccc([N+](=O)[O-])cc1	-11	-2	2	1	0	1	0	0.1	1
36	COC(=O)[C@@](C)(O)C1(C(=O)SC(C)(C)C)CC1	-7	3	7	-2	4	22	0	-0.6	-4
37	O=[N+]([O-])c1ccc(N2CCCCCC2)c(S(=O)(=O)N2CCCCC2)c1	-1	-10	-10	-2	1	-5	0	-0.2	4
38	COc1ccccc1C(=O)NCCC(=O)Nc1cccc(S(=O)(=O)N2CCCC2)c1	.	8	-9	.	0	26	0	-0.8	2
39	CCOC(=O)C1=C(N)n2c(s/c(=C/c3ccccc3)c2=O)=C(C(=O)OCC)C1c1ccccc1 (stereo not given)	1	14	20	-2	3	-2	1	2.9	3
40	CCc1cccc(NC(=O)c2sc3nc4n(c(=O)c3c2C)CCC4)c1	0	0	-18	1	5	4	0	2.3	3

# An excerpt of these results, with one line to a screen.
36) COC(=O)[C@@](C)(O)C1(C(=O)SC(C)(C)C)CC1
35) CN(C)/C(=N\S(=O)(=O)c1ccccc1)c1ccc([N+](=O)[O-])cc1
39) CCOC(=O)C1=C(N)n2c(s/c(=C/c3ccccc3)c2=O)=C(C(=O)OCC)C1c1ccccc1 (stereo not given)
assay / compound	36	35	39
core dimer inh	-7	-11	1
procasp7 counter	3	-2	14
VLA-4 inh	7	2	20
Fh CTSL1 inh	-2	1	-2
PP1 inh	4	0	3
GASC-1 inh	22	1	-2
GRK2 inh	0	0	1
PP5 inh	-0.6	0.1	2.9
procasp3 activ	-4	1	3

# Next part.
no.	molecule	core dimer inh	procasp7 counter	VLA-4 inh	Fh CTSL1 inh	PP1 inh	GASC-1 inh	GRK2 inh	PP5 inh	procasp3 activ
41	CCCCn1c(N)c(N(CCC(C)C)C(=O)c2ccc(N3CCCC3=O)cc2)c(=O)[nH]c1=O	1	7	24	-3	-2	3	0	-1.2	3
42	CCn1c(SCC(=O)NCc2ccco2)nnc1C(C)C	-5	-4	-2	-4	3	23	7	1.2	-4
43	CCOc1ccc(C(=O)CCC(=O)N(CC)CC(=O)Nc2c(F)cccc2F)cc1	13	2	-5	-1	0	6	2	-1.1	-2
44	COc1cccc(NC(=O)CN(C)CC(=O)Nc2ccc3c(c2)CCC3)c1	1	7	10	0	4	-6	0	1.7	3
45	CCOc1ccc(C2/C(=C(\O)c3cccc(OC)c3)C(=O)C(=O)N2c2cc(C)on2)cc1OC (stereo not given)	0	-12	-12	0	1	7	1	1.4	-3
46	N#CC1=C(N)Oc2cc(N)ccc2C1c1ccsc1 (stereo not given)	-6	-30	-36	4	-6	3	0	1.1	-10
47	COc1ccc(-n2nnnc2SCc2nc(N)nc(N3CCOCC3)n2)cc1	0	-4	4	1	-6	1	4	0.6	-2
48	CCc1nnc(SCC(=O)Nc2nc(C)c(C(=O)N(C)C)s2)n1CC	1	-2	20	0	-4	10	0	3.8	3
49	O=C(COC(=O)CNC(=O)C1CCCCC1)Nc1ccc(Cl)cn1	-7	11	1	29*	-1	8	0	0.7	-2
50	N#C/C(=N\Nc1cccc2ccccc12)c1nnc2n1CCCCC2	8	2	-2	0	1	-5	0	2.6	8
51	COc1cc(C#N)ccc1OCC(=O)N1CCc2ccccc2C1	9	7	-5	-1	-2	-18	0	-1.0	2
52	C=CCOc1nc2c(c(=O)n(C)c(=O)n2C)n1Cc1ccc(Cl)cc1Cl	4	-12	-2	8	-8	-13	7	1.6	0
53	COc1cc(SC#N)ccc1N=Cc1c(C)[nH]n(-c2ccc(C)c(C)c2)c1=O	8	-10	6	5	4	-3	2	-2.3	-8
54	Cc1[nH]c(C)c2c(=O)n(-c3ccccc3)ncc12	3	-5	-34	6	-1	6	0	-0.3	6
